CHO-K1 Ca ag: M1 agonist counterscreen hit in parental CHO-K1 cells; Fluo-8 calcium fluorescence; scaled to maximal ATP response, vehicle zero; activation, % at 3 µM; 360,000 tested, 0.48% active; AID 602248; in the data active = activation above about 15%;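 note: untransfected CHO-K1 host cells lacking M1 receptor as counterscreen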
CHO-K1 Ca PAM: nonselective activator or artifact in parental CHO-K1 calcium assay; ATP EC20, Fluo-8 calcium fluorescence; 0% at ATP EC20, 100% at ATP max; activation, % at 3 µM; 360,000 tested, 0.02% active;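 active = activation above the run cutoff, the mean activation of all test compounds plus 3 SD, cut at about 40% in these data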;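 note: peak over basal fluorescence ratio in a 140 s read after ATP addition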
M4 antag: blocks acetylcholine activation of human M4 receptor | 360,000 tested, 0.73% active | inhibition, % at 3 µM | P08173 | CHO-hM4 cells, ACh EC80, Fluo-8 calcium fluorescence;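 active = inhibition above its plate's cutoff, the mean inhibition of sample wells plus 3 SD, cut at about 27% in these data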;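 note: 0% = acetylcholine EC80 with DMSO and 100% = DMSO without agonist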
Target sequence (P08173 whole entry, looked up): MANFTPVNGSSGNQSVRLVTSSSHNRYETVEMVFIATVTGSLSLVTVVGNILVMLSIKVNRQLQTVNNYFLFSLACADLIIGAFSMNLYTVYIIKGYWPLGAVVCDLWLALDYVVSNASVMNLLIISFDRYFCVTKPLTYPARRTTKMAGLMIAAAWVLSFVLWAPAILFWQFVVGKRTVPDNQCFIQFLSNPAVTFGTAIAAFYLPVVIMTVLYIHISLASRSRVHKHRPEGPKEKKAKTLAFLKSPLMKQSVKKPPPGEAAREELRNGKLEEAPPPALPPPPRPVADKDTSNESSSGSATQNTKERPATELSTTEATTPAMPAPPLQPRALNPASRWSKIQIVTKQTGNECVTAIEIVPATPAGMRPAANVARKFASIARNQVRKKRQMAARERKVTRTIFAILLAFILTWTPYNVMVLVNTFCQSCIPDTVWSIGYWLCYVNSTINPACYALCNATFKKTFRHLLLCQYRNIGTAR
CHRM5 antagonist: CHRM5 antagonism in calcium assay; P08912; CHO-hM5 cells, Fluo-8 calcium fluorescence, ACh EC80; inhibition, % at 3 µM; 360,000 tested, 0.59% active;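 active = inhibition above a per-plate cutoff, the mean of that plate's test compounds plus 3 SD, cut at about 27% in these data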;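 note: 0% = acetylcholine EC80 with DMSO and 100% = DMSO without agonist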
Target sequence (P08912 whole entry, looked up): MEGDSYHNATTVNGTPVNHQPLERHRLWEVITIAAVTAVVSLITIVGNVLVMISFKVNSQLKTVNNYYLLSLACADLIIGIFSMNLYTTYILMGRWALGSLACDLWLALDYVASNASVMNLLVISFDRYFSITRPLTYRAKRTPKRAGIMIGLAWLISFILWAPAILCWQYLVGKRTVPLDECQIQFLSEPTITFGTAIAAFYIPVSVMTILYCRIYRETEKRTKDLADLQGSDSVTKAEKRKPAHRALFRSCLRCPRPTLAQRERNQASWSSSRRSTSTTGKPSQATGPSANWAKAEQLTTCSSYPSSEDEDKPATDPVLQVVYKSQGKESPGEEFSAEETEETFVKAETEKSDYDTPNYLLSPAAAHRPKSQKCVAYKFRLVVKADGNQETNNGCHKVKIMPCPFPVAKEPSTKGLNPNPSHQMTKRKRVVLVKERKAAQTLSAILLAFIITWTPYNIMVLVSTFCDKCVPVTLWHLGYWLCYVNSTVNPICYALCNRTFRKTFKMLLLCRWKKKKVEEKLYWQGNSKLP
CHRM5 agonist: CHRM5 agonism in calcium assay; P08912; CHO-K1 hM5 cells, Fluo-8 calcium fluorescence; 0% DMSO wells, 100% maximal acetylcholine response; activation, % at 3 µM; 360,000 tested, 0.19% active;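 active = activation above the run's mean over test compounds plus 3 SD, cut at about 23% in these data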;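 note: signal is peak over basal fluorescence ratio across the kinetic read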
CHO-K1 Ca antag: counter-screen for M1 antagonists: effect in parental CHO-K1 cells | inhibition, % at 3 µM | ATP-induced calcium, Fluo-8 fluorescence | AID 602250 | 360,000 tested, 0.6% active;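 active = inhibition above a per-plate cutoff, the plate's mean sample inhibition plus 3 SD, cut at about 24% in these data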;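 note: 0% = DMSO plus EC80 ATP and 100% = DMSO alone without ATP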
M4 PAM: positive allosteric modulators of human muscarinic M4 receptor; P08173; CHO-K1 hM4/Gqi5, Fluo-8 calcium fluorescence, ACh EC20; 0% = ACh EC20, 100% = maximal ACh; activation, % at 3 µM; 360,000 tested, 0.4% active;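 active = activation above its plate's cutoff, the mean activation of sample wells plus 3 SD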; note: some results filed as inactive read as strong as hits
CHRM4 agonist: CHRM4 agonism in calcium assay; P08173; CHO-K1 hM4/Gqi5, Fluo-8 calcium fluorescence; vehicle 0%, full acetylcholine response 100%; activation, % at 3 µM; 360,000 tested, 0.14% active; AID 624127;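 active = activation above the run mean over all test wells plus 3 SD, cut at about 32% in these data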;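 note: peak over basal fluorescence ratio per well then scaled between controls; 0% = DMSO wells and 100% = acetylcholine at EC100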
CHRM5 PAM: CHRM5 positive allosteric modulation; CHO-K1 hM5, Fluo-8 calcium, ACh EC20 PAM; 0% = ACh EC20, 100% = ACh EC100; activation, % at 3 µM; 360,000 tested, 0.3% active;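 active = activation above the run cutoff, the mean activation of all test compounds plus 3 SD, cut at about 18% in these data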
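Test system: CHO-K1 hM5 cells / Doses: single-point, 3 µM nominal / Times: Post-acetylcholine fluorescence recording 140 s / Technique: Fluo-8 calcium fluorescence / Measure: Max/basal fluorescence ratio as % of EC20–EC100 ACh window / Benchmarks: low control EC20 acetylcholine (0%), high control EC100 acetylcholine (100%) / Replicates: one well per compound, no replicates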
An asterisk follows results filed as active; & = joins results of further samples.

SMILES	CHO-K1 Ca ag	CHO-K1 Ca PAM	M4 antag	CHRM5 antagonist	CHRM5 agonist	CHO-K1 Ca antag	M4 PAM	CHRM4 agonist	CHRM5 PAM
Nc1ccc(-c2cnc(-c3ccc(N)cc3)nc2)cc1	1.7	16	-3	-7	5	-7	11	2	2
COc1ccc(OC)c(S(=O)(=O)Nc2ccc3oc(C)c(C(C)=O)c3c2)c1	9.8	4	-8	8	2	-10	-2	7	-7
CCOC(=O)C1=C(C)N=C2SCCC(=O)N2[C@@H]1/C=C/c1ccccc1	-0.3	9	-12	-10	-13	-5	8	0	4
Fc1ccc2cc(-c3cccnc3)ncc2c1	1.4	21	9	10	-2	-18	2	2	0
Cc1sc2ncnc(NCCc3ccc(S(N)(=O)=O)cc3)c2c1C	7.5	10	7	23	5	12	-12	10	-20
CC(=O)Nc1ccc(SCC(=O)NC(=O)c2ccc(S(=O)(=O)N(C)C)cc2)cc1	1.3	15	-2	5	2	-14	2	2	1
O=C(NCc1ccco1)c1ccc2c(c1)C(=O)c1ccccc1-2	0.0	-7	4	12	1	-11	-2	1	-6
Cc1ccc(N=C2N=C(N)c3ccccc32)c(C)c1	0.3	10	-1	1	-3	-6	-1	1	5
CO/N=C/NC(=O)NOCc1ccc(Cl)cc1Cl	0.2	12	-6	-3	-3	-5	10	0	2
CC(=O)N(Cc1cc2cc(C)ccc2[nH]c1=O)c1cccc(C)c1C	3.0	22	-5	-3	7	-6	-2	4	3
Cc1nn(C)cc1CN1CCCC(C(=O)c2ccc(-c3ccccc3)cc2)C1 (configuration not stated)	1.2	-3	2	4	-5	8	-6	8	2
Clc1nnc2c3ccccc3ccn12	0.4	-6	4	-8	3	-3	-2	0	10
O=C(NCC1(N2CCOCC2)CCCCC1)c1ccc(S(=O)(=O)Nc2ccccc2F)cc1	-0.3	-18	-8	-18	-4	18	1	1	9
CN(C)CCNC(=O)c1cccc2[nH]c(-c3ccncc3)nc12	1.1	23	-12	5	1	-17	1	7	-8
Cn1c(SCC(=O)NNC(=O)c2ccccc2Br)nnc1C(F)(F)F	-0.2	-10	-10	5	1	3	16	1	3
CCSc1nc(CC)c2c(c1C#N)CCCC2	0.5	19	-3	-1	0	-8	-3	0	4
O=C1CC(/C=C/c2ccncc2)=Nc2ccccc2N1	1.6	23	7	7	0	-21	-2	0	2
O=C(c1cccnc1)N1CCN(Cc2ccc3ccccc3c2)CC1	4.6	-7	4	3	5	-11	-9	5	-6
CC(C)(C)C(=O)COC(=O)c1ccccc1O	0.1	12	4	-1	-8	1	-4	0	1
COc1ccc(OC)c(C2NC(=S)NC3=C2N2CCC3CC2)c1 (configuration not stated)	0.5	0	2	1	2	5	-1	1	11
Oc1ccccc1C=NNC(=S)Nc1ccc(F)cc1	3.5	6	-11	7	6	-13	1	11	-13
C=CCNC(=O)c1ccc2c(c1)nnn2C	0.2	10	3	-6	-1	-7	-6	1	3
CC(=O)Nc1ccc(NC(=O)CC2(CC(=O)N3CCOCC3)CCCC2)cc1	1.1	3	-5	-1	-2	-17	3	0	7
O=S(=O)(c1ccc2c(c1)OCCO2)N1CCC(n2nnc3cc(C(F)(F)F)ccc32)CC1	6.0	11	-1	11	-9	17	-13	8	-43
COc1ccc(CN(CC(O)COc2cccc3[nH]cc(C)c23)C(C)(C)C)cc1 (configuration not stated)	2.4	22	-6	3	-2	2	-6	5	-5
CC(C)CN(C(=O)COC(=O)Cc1c[nH]c2ccccc12)C1CCS(=O)(=O)C1 (configuration not stated)	0.6	4	2	0	2	-1	-1	2	6
CC(=O)OCC1OC(Sc2cccc3cccnc23)C(OC(C)=O)C(OC(C)=O)C1OC(C)=O (configuration not stated)	3.4	15	5	1	3	-8	-10	9	2
CC(=O)N/C(=C/c1ccc2c(c1)OCO2)C(=O)Nc1ccccc1	7.5	17	4	-1	2	-3	-6	2	-2
CC(C)COC(=O)N(C)C[C@H]1OCc2cnnn2CCCC(=O)N([C@H](C)CO)C[C@H]1C	0.4	22	-10	-12	1	-3	7	0	4
Nc1ccc(-c2c3ccc(=O)cc-3oc3cc(O)ccc23)cc1C(=O)O	133*	-28	63*	30*	203*	27*	-24	548*	-21
Fc1cccc(Cc2noc(CN3CCCCC3CCc3ccccn3)n2)c1 (configuration not stated)	0.7	-1	-2	3	-11	-8	-5	4	3
COc1ccc(-c2nnc(SCC(=O)Nc3ccc(C(=O)O)cc3)n2-c2ccc(Cl)cc2)cc1	-0.1	3	-9	0	-1	0	13*	0	-3
CCOC(=O)CC1OC(=O)c2cc3c(cc21)C(=O)OC3CC(=O)OCC (configuration not stated)	0.2	8	-19	-8	-1	-7	14	1	6
COC(=O)c1ccc(CSc2ccccc2C)o1	0.2	9	0	-3	-4	-34	2	-2	0
COc1ccc(CCN(C)C2CCCN(C(=O)Cn3cccn3)C2)cc1OC (configuration not stated)	0.0	-8	-6	8	-3	-3	1	0	-3
O=C(COc1ccc(Cl)cc1)Nc1nc(-c2ccc(S(=O)(=O)N3CCOCC3)cc2)cs1	2.4	-4	25	18	1	10	-17	11	-14
COC(=O)c1cc(C#N)c(N(C)Cc2ccccc2)nc1C	0.2	8	-13	8	-3	-14	6	0	-4
CN(Cc1ccc(Cl)c(Cl)c1)C(=O)CN1C(=O)NC2(CCCC2)C1=O	1.8	22	0	1	3	-7	7	3	0
Cc1ccc(OCc2cc(C(=O)N3CCC(Oc4cccnc4)CC3)no2)cc1C	16*	-1	10	11	8	25*	-12	13	-14
N#Cc1c(-c2ccccc2)cc(-c2ccccc2)nc1Br	-0.2	16	-14	3	-3	-12	7	0	3
CN(CC(=O)Nc1c(Cl)cccc1Cl)C(=O)c1ccccc1-c1nc2ccccc2s1	1.9	-13	-15	0	-1	-10	1	14	-20
CCOc1ccccc1OCCn1nnc2ccccc21	0.6	15	6	-2	1	-1	-4	2	0
Cc1ccc(NC(=O)COc2ccc3c(c2)CCC3)nc1	0.2	-12	-7	3	-2	8	5	0	-2
C=CCn1c(=N)n(CC(=O)O)c2ccccc21	0.4	15	-2	-8	-3	-15	-5	0	3
CNC(=O)c1ccc(NC(=O)CC2SC(N3CCCC3)=NC2=O)cc1 (configuration not stated)	0.1	13	-2	-4	4	-24	22*	2	2
O=C(CCn1cnnn1)Nc1ccc(Cl)c(Cl)c1	0.3	-4	-7	9	-1	3	-1	2	-4
O=C(COc1ccccc1)Nc1nc2cc3c(cc2s1)OCCO3	1.3	-27	1	9	-4	6	-6	3	-6
CCOC(=O)c1cnc(SCC(=O)Nc2cc(C(F)(F)F)ccc2N2CCOCC2)nc1N	0.6	8	9	1	0	0	2	0	0
COc1ccc(-n2c(Cc3cccn3C)nnc2SCC(=O)NCc2ccco2)cc1	0.2	-5	-9	-1	2	11	3	0	-1
CCN(CC)c1ccc(C(=O)c2ccccc2C(=O)O)c(O)c1	1.4	20	1	7	-2	-4	16	0	0
O=S(=O)(c1ccc2ccccc2c1)N1CCN(S(=O)(=O)N2CCOCC2)CC1	2.5	-3	-2	-2	-1	10	1	1	-6
Oc1c(C=C2N=c3ccccc3=N2)sc(=S)n1-c1ccc2ccccc2c1	0.0	15	2	8	1	-9	7	1	3
CCCc1c(C(=O)N/N=C/c2ccc(OCc3ccccc3)cc2)nnn1-c1nonc1N	0.4	17	2	10	1	-5	2	0	-4
CCn1c2ccccc2c2cc(NS(=O)(=O)c3ccc(C)cc3)ccc21	0.9	6	-1	3	-3	-2	-1	-1	-3
Cc1occc1C(=O)Nc1cccc([N+](=O)[O-])c1C	-0.1	-1	-2	3	-1	-2	-7	1	0
COc1ccc(C2=Nn3c(nnc3-c3ccco3)SC2)cc1	0.3	19	-10	5	-2	-4	16	-1	1
CCOc1ccc(Cl)cc1-c1cc(C(=O)NC(C)C)[nH]n1	0.8	-11	-5	4	-3	-10	0	1	0
CCOC(=O)Nc1ccc(S(=O)(=O)Nn2cnnc2)cc1	0.2	-2	-4	3	5	-9	8	0	-7
CCN(CC)CCCn1c(C)cc2c(c1=O)C(c1ccccc1)C(C#N)=C(N)O2 (configuration not stated)	0.4	18	-1	0	-6	-8	-4	1	-4
COc1cccc(C2CC3(CC(C)(C)NC(=S)N3)Oc3cc(O)ccc32)c1 (configuration not stated)	0.3	14	-8	10	0	-11	1	1	-12
(further entries)
SMILES	CHO-K1 Ca ag	CHO-K1 Ca PAM	M4 antag	CHRM5 antagonist	CHRM5 agonist	CHO-K1 Ca antag	M4 PAM	CHRM4 agonist	CHRM5 PAM
C[C@H](CO)N1C[C@H](C)[C@@H](CN(C)Cc2ccncc2)OCc2cnnn2CCCC1=O	1.3	21	-9	7	-2	-17	3	1	-2
Cc1c(NC(=O)NC(C)N2C(=O)C3C4C=CC(C4)C3C2=O)c(=O)n(-c2ccccc2)n1C (configuration not stated)	0.7	27	-5	-1	-2	-11	17	0	5
Cn1nc(C(=O)Nc2ccccc2N2CCCC2)c2ccccc2c1=O	2.3	-10	-3	-6	-1	-4	-2	8	4
O=C(Cc1ccccc1)OCC(=O)c1cccc([N+](=O)[O-])c1	1.1	8	-12	-1	-5	-1	13	1	0
Cc1cccc2c1N(CCCOc1ccccc1)C(=O)C2=O	0.5	6	2	2	27*	3	2	6	-1
COc1ccccc1CN1CCN(Cc2ccc3ccccc3c2)CC1	1.7	-1	11	18	-5	-6	-9	1	-4
Cc1cc(NC(=O)CSc2nnc(COc3cccc(C)c3C)n2Cc2ccco2)no1	-0.1	9	-7	-5	2	10	29*	1	4
N#Cc1cc(S(=O)(=O)c2ccccc2)c(N)[nH]c1=O	0.4	23	-2	-2	-2	-9	15	0	1
O=C1CCCc2ccccc2N1Cc1c(Cl)cccc1Cl	0.5	20	-7	-8	-8	-13	3	0	0
COc1cc(/C=N/NC(=O)c2ccncc2)ccc1OCCN1CCCCC1	0.0	-1	6	9	0	-11	-10	0	-3
Cc1cc(C(=O)N2CCCC(N3CCN(c4cccc(C(F)(F)F)c4)CC3)C2)nn1C (configuration not stated)	0.3	-1	6	2	-2	6	1	1	-1
CCCCNC(=O)c1ccc(CNc2c(N3CCC(C(=O)OCC)CC3)c(=O)c2=O)cc1	0.3&0.7	0&26	-10&11	4&3	1&-5	-6&-5	0&-4	1&0	-11&-2
CC1(C)CC(N2CCCCC2)=CC(=[N+]2CCCCC2)C1	-0.4	5	26	18	-17	-6	-15	2	-26
CCOC(=O)c1c(C)oc2c1c1c(c3ccccc32)OCN(Cc2cccnc2)C1	2.1	18	-1	9	0	-12	10	3	5
Cc1cc(NC(=O)CCCOc2ccc(Cl)cc2Cl)no1	0.8	11	3	0	-1	-6	12	-1	-1
Cc1cc(C)nc(NS(=O)(=O)c2ccc(NCN3C(=O)c4ccccc4C3=O)cc2)n1	0.5	1	-7	8	1	-11	3	1	-2
C(=N\Nc1nc(-c2ccccc2)cs1)/c1cccnc1	1.0	13	1	9	3	-2	-8	4	-9

3 compounds already listed, sorted by molecular weight, high to low.
SMILES	CHO-K1 Ca ag	CHO-K1 Ca PAM	M4 antag	CHRM5 antagonist	CHRM5 agonist	CHO-K1 Ca antag	M4 PAM	CHRM4 agonist	CHRM5 PAM
CCCCNC(=O)c1ccc(CNc2c(N3CCC(C(=O)OCC)CC3)c(=O)c2=O)cc1	0.3&0.7	0&26	-10&11	4&3	1&-5	-6&-5	0&-4	1&0	-11&-2
O=C(Cc1ccccc1)OCC(=O)c1cccc([N+](=O)[O-])c1	1.1	8	-12	-1	-5	-1	13	1	0
C(=N\Nc1nc(-c2ccccc2)cs1)/c1cccnc1	1.0	13	1	9	3	-2	-8	4	-9
